Peg3 promoter – Peg3 promoter activity inhibition. AID 588405. inhibition, % at 20 µM. HeLa PEG-Prom luciferase reporter, luminescence, overnight. 360,000 tested, 1.7% active;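 active means inhibition of at least 50% at 20 µM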
CaV13 FRET inh – Disruptors of the CACNA1D IQ motif to Ca2+-dependent inactivation inhibitor domain association, primary screening, Förster resonance energy transfer in intact living …; HEK cells, CFP/YFP FRET ICDI-IQ, plate reader, 10 min; percent FRET-ratio fall versus neutral wells; inhibition, % at 12.3 µM; 340,000 tested, 0.098% active; AID 743397;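 active means mean replicate inhibition of at least 30% and at least 1% of replicates passing that level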;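 further: 0% = median of the neutral control wells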
PDI turbidity – PDI (human) enzyme inhibition; 350,000 tested, 0.052% active; inhibition, % at 10 µM; P07237; PDI insulin aggregation turbidity, A650, 90 min;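 active means mean inhibition across replicates of 30% or more, whatever share of single replicates reach that level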;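 further: absorbance from insulin aggregation driven by PDI reduction with DTT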
Target sequence (P07237 whole entry, looked up): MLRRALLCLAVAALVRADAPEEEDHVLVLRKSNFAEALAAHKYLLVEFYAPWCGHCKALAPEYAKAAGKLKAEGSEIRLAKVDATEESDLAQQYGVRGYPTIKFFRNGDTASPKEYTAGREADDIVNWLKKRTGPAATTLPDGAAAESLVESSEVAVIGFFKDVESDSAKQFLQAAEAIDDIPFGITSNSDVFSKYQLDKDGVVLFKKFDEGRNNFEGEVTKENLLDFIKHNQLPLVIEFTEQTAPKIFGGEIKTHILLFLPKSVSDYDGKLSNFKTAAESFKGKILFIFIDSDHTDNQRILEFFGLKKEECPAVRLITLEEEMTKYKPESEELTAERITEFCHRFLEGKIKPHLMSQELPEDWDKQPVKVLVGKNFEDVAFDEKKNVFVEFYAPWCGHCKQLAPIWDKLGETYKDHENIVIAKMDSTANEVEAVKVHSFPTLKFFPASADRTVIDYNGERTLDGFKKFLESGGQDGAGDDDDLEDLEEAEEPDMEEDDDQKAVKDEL
HIF-2a inh – HIF-2a inhibition; 786-0 RCC cells HIF-2a reporter, luciferase luminescence, overnight; 360,000 tested, 0.72% active; inhibition, % at 18.8 µM;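 active means inhibition of the luminescence signal of 40% or more relative to plate controls, in a single-dose primary screen at 18.75 µM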
NR2E3 ag-1 – activates human photoreceptor nuclear receptor NR2E3. Q9Y5X4. GST-NR2E3/biotin-RetCOR TR-FRET, 1536-well. inhibition of corepressor binding, % at 4.78 µM. 320,000 tested, 0.12% active. AID 2300;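 active means percent inhibition above the cutoff of mean plus 3 SD of all tested compounds, set per screening campaign, cut at about 20% in these data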;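 further: 0% = DMSO wells and 100% = biotin wells as full block of FRET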
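System: GST-tagged NR2E3 plus biotinylated RetCOR corepressor; Amount: 1.35 nM GST-tagged NR2E3 final; Dosing: single nominal compound dose of 4.8 µM; Schedule: 5 h incubation at 4 °C; Technique: TR-FRET with europium anti-GST and streptavidin-D2, 340 nm excitation; Controls: biotin wells as high control, 0.6% DMSO wells as low control.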
NR2E3 ag-2 – agonists of human NR2E3 nuclear receptor; 360,000 tested, 0.35% active; Q9Y5X4; inhibition of corepressor binding, % at 3.98 µM; CHO-S Gal4-NCOR/VP16-NR2E3 two-hybrid, luciferase; AID 602229;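 active means inhibition above the mean of all tested compounds plus 3 SD, cut at about 70% in these data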;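 further: 0% = DMSO with NR2E3 transfected cells and 100% = cells lacking NR2E3 construct; higher means lower luciferase signal from less NR2E3 corepressor binding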
Vif imaging – HIV Vif inhibition | 340,000 tested, 0.35% active | HEK293T cells, Vif self-association by quenched fluorescence, imaging, 24 h | inhibition, % at 7.49 µM; in the data active means inhibition above about 50%, passing the limit was not always enough; further: some results filed as inactive read as strong as hits
aDG glyco up – increases alpha dystroglycan glycosylation; Pro5-aDG cells, alpha-DG glycosylation AlphaScreen (IIH6); 0% Pro5, 100% B10-LARGE cell signal; activation, % at 10 µM; 360,000 tested, 0.22% active;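 active means activation of at least 8% versus controls, or a plate z-score of at least 8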;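 further: Pro5 are CHO cells carrying HIG-tagged alpha-DG that lacks glycosylation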
Exocytosis inh – lytic granule exocytosis inhibition; TALL-104 LAMP-1 surface exposure, flow cytometry; cells stimulated with thapsigargin and PMA; inhibition, % at 10 µM; 360,000 tested, 0.66% active; AID 651702;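 active means inhibition above about 55%, limit read from the data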
MITF TRPM1 inh – MITF TRPM1 promoter inhibition in SK-MEL-5 cells. 330,000 tested, 0.83% active. SK-MEL-5 TRPM1 promoter luciferase, 24 h. inhibition, % at 12.5 µM;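 active means mean inhibition across replicates of 60% or more, whatever share of single replicates reaches that level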; further: values of inactives mirror those of a sister screen read the other way
iPSC survival up – enhancers of human iPSC single-cell survival; survival enhancement, % at 20 µM; 360,000 tested, 0.044% active; hiPSC single-cell survival, ATPlite luminescence; 100% = ROCK inhibitor wells, 0% = DMSO; in the data active means survival enhancement above about 18%;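 further: cells exposed to compounds for 16 hours before the ATP read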
Numbers without * were called inactive; . = no result given.

The opening eight records, ahead of the listing:
item | molecule | MITF TRPM1 inh | HIF-2a inh | NR2E3 ag-2 | Exocytosis inh | CaV13 FRET inh | iPSC survival up
1 | O=C(NCc1ccc(F)cc1)c1cccc2c1C(=O)c1ccc(N3CCC(N4CCCCC4)CC3)cc1S2(=O)=O | . | -8 | -4 | 3 | -12 | -4.4
2 | CCCCN(C)CCNC(=O)C(=O)c1c(C)[nH]c2ccccc12 | -4 | 14 | -26 | 5 | -6 | -0.8
3 | CCOC(=O)NN1C(=O)c2ccccc2NC1c1ccc(OC)c(OC)c1 (stereo unspecified) | -5 | 11 | -31 | -5 | 7 | 2.3
4 | CCc1cc2c(NCCC(=O)O)ncnc2s1 | -4 | -26 | -6 | 0 | -4 | 2.7
5 | CCOC(=O)CC(NC(=O)Cc1cccs1)c1ccccc1Cl (stereo unspecified) | 9 | 14 | 3 | 7 | -4 | -0.6
6 | CCCCOc1ccc(C2C(C(=O)c3ccc(C)o3)=C(O)C(=O)N2Cc2ccco2)cc1 (stereo unspecified) | 3 | 15 | 10 | 1 | -8 | 0.1
7 | O=S1(=O)CCOC[C@H](Cc2ccccc2)N1Cc1cccc(Cl)c1 | -8 | 11 | -19 | -8 | -12 | 0.0
8 | Cc1cccc(NC(=S)NNC(=O)c2csc3c2CCCC3)c1 | -23 | -355 | -50 | 0 | -3 | -3.2

item | PDI turbidity | Vif imaging | NR2E3 ag-1 | aDG glyco up | Peg3 promoter
1 | -6 | 8 | . | -0.3 | 1
2 | 3 | 0 | 3 | 0.1 | 14
3 | 2 | 8 | 4 | 0.3 | 3
4 | 3 | -2 | -5 | 0.2 | -16
5 | -5 | -1 | -2 | 0.0 | 6
6 | -5 | -7 | 15 | 1.1 | 8
7 | 0 | -3 | -2 | 0.2 | 25
8 | 1 | -5 | 2 | 0.0 | -268

All compounds of this part (from the top)
item | molecule | MITF TRPM1 inh | HIF-2a inh | NR2E3 ag-2 | Exocytosis inh | CaV13 FRET inh | iPSC survival up
1 | O=C(NCc1ccc(F)cc1)c1cccc2c1C(=O)c1ccc(N3CCC(N4CCCCC4)CC3)cc1S2(=O)=O | . | -8 | -4 | 3 | -12 | -4.4
2 | CCCCN(C)CCNC(=O)C(=O)c1c(C)[nH]c2ccccc12 | -4 | 14 | -26 | 5 | -6 | -0.8
3 | CCOC(=O)NN1C(=O)c2ccccc2NC1c1ccc(OC)c(OC)c1 (stereo unspecified) | -5 | 11 | -31 | -5 | 7 | 2.3
4 | CCc1cc2c(NCCC(=O)O)ncnc2s1 | -4 | -26 | -6 | 0 | -4 | 2.7
5 | CCOC(=O)CC(NC(=O)Cc1cccs1)c1ccccc1Cl (stereo unspecified) | 9 | 14 | 3 | 7 | -4 | -0.6
6 | CCCCOc1ccc(C2C(C(=O)c3ccc(C)o3)=C(O)C(=O)N2Cc2ccco2)cc1 (stereo unspecified) | 3 | 15 | 10 | 1 | -8 | 0.1
7 | O=S1(=O)CCOC[C@H](Cc2ccccc2)N1Cc1cccc(Cl)c1 | -8 | 11 | -19 | -8 | -12 | 0.0
8 | Cc1cccc(NC(=S)NNC(=O)c2csc3c2CCCC3)c1 | -23 | -355 | -50 | 0 | -3 | -3.2

item | PDI turbidity | Vif imaging | NR2E3 ag-1 | aDG glyco up | Peg3 promoter
1 | -6 | 8 | . | -0.3 | 1
2 | 3 | 0 | 3 | 0.1 | 14
3 | 2 | 8 | 4 | 0.3 | 3
4 | 3 | -2 | -5 | 0.2 | -16
5 | -5 | -1 | -2 | 0.0 | 6
6 | -5 | -7 | 15 | 1.1 | 8
7 | 0 | -3 | -2 | 0.2 | 25
8 | 1 | -5 | 2 | 0.0 | -268

Looked up by structure from the list above, two records:
item | molecule | MITF TRPM1 inh | HIF-2a inh | NR2E3 ag-2 | Exocytosis inh | CaV13 FRET inh | iPSC survival up
1 | O=C(NCc1ccc(F)cc1)c1cccc2c1C(=O)c1ccc(N3CCC(N4CCCCC4)CC3)cc1S2(=O)=O | . | -8 | -4 | 3 | -12 | -4.4
8 | Cc1cccc(NC(=S)NNC(=O)c2csc3c2CCCC3)c1 | -23 | -355 | -50 | 0 | -3 | -3.2

item | PDI turbidity | Vif imaging | NR2E3 ag-1 | aDG glyco up | Peg3 promoter
1 | -6 | 8 | . | -0.3 | 1
8 | 1 | -5 | 2 | 0.0 | -268

(list continues)
item | molecule | MITF TRPM1 inh | HIF-2a inh | NR2E3 ag-2 | Exocytosis inh | CaV13 FRET inh | iPSC survival up
9 | N/C(Cc1nc(-c2ccc(F)cc2)cs1)=N\O | -19 | -83 | -49 | -1 | -4 | -0.2
10 | Cc1ccc2cccc(OCC(=O)NCc3ccco3)c2n1 | -5 | 8 | -8 | 2 | -3 | -0.4
11 | c1ccc(-c2csc(-c3ccc(-c4csnn4)cc3)n2)cc1 | -65 | -268 | -16 | -2 | -5 | 0.4
12 | CCOC(=O)c1cnc2c(C(F)(F)F)cccc2c1NCCCN1CCOCC1 | -2 | 9 | 4 | 1 | -5 | -0.7
13 | CCOC(=O)c1c(C)[nH]c(C(=O)/C(C#N)=C/c2ccc(OC)c(OC)c2)c1C | 3 | 13 | -22 | 0 | -21 | -4.2
14 | COc1cc(C2/C(=C(\O)c3ccc4c(c3)CC(C)O4)C(=O)C(=O)N2CCCn2ccnc2)cc(OC)c1OC (stereo unspecified) | -5 | 7 | -24 | -19 | -2 | -0.3
15 | CC(C)(C)NC(=O)/C=C/c1cccc(C(F)(F)F)c1 | -4 | -54 | -66 | -2 | -4 | 0.8
16 | Cn1c(SCc2ccccc2)nnc1-c1ccc2c(c1)OCO2 | -11 | -193 | -113 | 2 | -6 | 2.2
17 | CC1CN(C(=O)c2cccc(COc3ccc(Br)cc3)c2)CC(C)O1 (stereo unspecified) | -33 | -128 | -233 | -7 | -4 | 0.5
18 | C[C@H](O)[C@@H]1CN2CCc3c([nH]c4ccccc34)[C@@H]2C[C@@H]1N(C)C(=O)OCc1ccccc1 | . | -75 | -27 | 0 | -16 | 1.3
19 | CCn1c(C)cs/c1=N\C(=S)Nc1ccccc1C | -13 | -4 | -8 | 10 | -5 | -2.5

item | PDI turbidity | Vif imaging | NR2E3 ag-1 | aDG glyco up | Peg3 promoter
9 | 3 | 19 | 0 | 0.0 | -38
10 | -6 | 2 | -1 | -0.1 | 16
11 | -4 | -3 | 0 | 0.0 | -112
12 | 0 | 7 | 0 | 0.2 | 5
13 | 10 | 8 | 0 | -0.3 | 7
14 | 2 | -3 | 1 | 0.0 | -11
15 | 5 | 10 | 1 | -0.1 | -15
16 | -7 | -7 | 2 | 0.3 | -151
17 | -1 | -6 | 0 | 0.0 | -196
18 | . | 6 | . | 0.0 | 1
19 | -1 | 1 | -4 | -0.3 | 2

Looked up above.
Entry of entry 3 under Peg3 promoter: 3
Entry of entry 18 under HIF-2a inh: -75

High-throughput results from PubChem BioAssay.
